# Compound activity deposited in PubChem BioAssay by National Center for Advancing Translational Sciences (NCATS).
# Sm TGR block = qHTS Assay for the Inhibitors of Schistosoma Mansoni Peroxiredoxins; Schistosoma mansoni thioredoxin glutathione reductase (TGR), Q962Y6; purified TGR, DTNB reduction, TNB absorbance 405 nm; Potency, µM (titrated, usually from 114 µM), without a hit: at the top dose activity change, negative = inhibition, hits mostly inhibitors; hit rate 3% among 360,000; AID 485364, 2010; note: potency is the fitted concentration of half-maximal effect; nearly all actives have a fitted effect of over 60% in size
#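 Kinetic colorimetric format: TGR-catalysed, NADPH-driven DTNB reduction monitored via TNB absorbance. Enzyme dispensed at 20 nM; compound exposure 15 min at room temperature before reaction start.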
# HCMV inh = qHTS Assay for inhibitors of the human cytomegalovirus (HCMV); HFF cells, HCMV-luciferase reporter, 72 h; active compounds read low; activity change, negative = inhibition, % at 57.5 µM; hit rate 4.5% among 410,000; in the data active = activity change below about -60%; inconclusive = no clear call, values can overlap the other calls; inactive = above about -39%
#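 Luciferase read-out from HCMV-luciferase-infected HFFs (MOI 1 PFU/cell) 72 h post infection at 37C; compounds added after 16 h cell attachment; activity normalized between buffer-only basal and Salinomycin (10uM) inhibitor controls.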
# FBPA Giardia inh = qHTS Assay for Inhibitors of Fructose-1,6-bisphosphate Aldolase from Giardia Lamblia. hit rate 0.71% among 290,000. A8B2U2. Potency, µM (highest dose often 59.6 µM), for inactives: top-dose activity, negative = inhibition, usual class: inhibitors. purified Giardia FBPA; note: potency is the fitted concentration of half-maximal effect; nearly all actives have a fitted effect of over 55% in size
# Target sequence (A8B2U2 whole entry, looked up): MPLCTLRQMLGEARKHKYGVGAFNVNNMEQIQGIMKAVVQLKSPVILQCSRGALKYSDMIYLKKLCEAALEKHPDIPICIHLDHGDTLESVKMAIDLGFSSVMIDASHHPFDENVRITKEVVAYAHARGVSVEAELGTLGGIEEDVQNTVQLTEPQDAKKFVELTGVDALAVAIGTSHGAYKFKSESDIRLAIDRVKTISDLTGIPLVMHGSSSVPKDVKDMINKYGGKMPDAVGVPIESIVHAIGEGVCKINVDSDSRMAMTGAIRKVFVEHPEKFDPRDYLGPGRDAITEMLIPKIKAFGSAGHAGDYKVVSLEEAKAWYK
#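 Giardia FBPA (40 nM reagent) was preincubated 10 min at RT with compound (up to 57.5 uM final), then substrate plus GAPDH/TPI/NAD/arsenate coupling system with diaphorase/resazurin was added; resorufin fluorescence (525/598 nm) was read after 20 min.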
# AmpC inh detg = qHTS Inhibitors of AmpC Beta-Lactamase (assay with detergent) | AID 485294, 2010 | AmpC hydrolysis of nitrocefin, absorbance 480 nm, 0.01% Triton | Potency, µM (series often up to 114 µM), for inactives: at the highest dose activity change, negative = inhibition, most hits filed as inhibitors | hit rate 0.041% among 370,000;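 note: potency is the fitted concentration of half-maximal effect; 0% = no-compound wells and -100% = no-enzyme wells; nearly all actives have a fitted effect of over 25% in size; some results filed as inactive show a strong effect at the top dose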
# Target sequence (P00811 whole entry, looked up): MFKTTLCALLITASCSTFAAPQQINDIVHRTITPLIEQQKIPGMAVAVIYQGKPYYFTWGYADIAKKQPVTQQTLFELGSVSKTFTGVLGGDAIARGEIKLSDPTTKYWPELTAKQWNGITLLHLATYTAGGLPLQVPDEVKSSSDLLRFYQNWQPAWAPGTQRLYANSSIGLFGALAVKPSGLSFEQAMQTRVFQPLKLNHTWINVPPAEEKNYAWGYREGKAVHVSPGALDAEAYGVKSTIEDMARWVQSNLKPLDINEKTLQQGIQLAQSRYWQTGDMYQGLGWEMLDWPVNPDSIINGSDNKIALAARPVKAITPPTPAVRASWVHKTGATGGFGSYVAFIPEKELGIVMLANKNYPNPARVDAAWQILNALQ
#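 AmpC (5.3 nM in the dispensed reagent) in 20 mM phosphate pH 7.0 with 0.01% (detergent screen) or 0.0001% Triton X-100 was preincubated with compounds for 15 min at room temperature. Nitrocefin was then added from an 800 uM solution, and hydrolysis was followed at 480 nm.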
# AMA1-RON2 inh = qHTS for Inhibitors of AMA1-RON; Towards Development of Antimalarial Drug Lead: Primary Screen. Plasmodium falciparum AMA1 (3D7) - RON2 peptide interaction. AlphaScreen AMA1-biotinylated RON2 peptide binding. Potency, µM (highest dose often 58.2 µM), for the others: at the top dose activity change, negative = inhibition, actives largely listed as inhibitors. hit rate 0.2% among 360,000. AID 720542, 2013;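 note: potency is the fitted concentration of half-maximal effect; 0% = vehicle wells and -100% = peptide control; nearly all actives have a fitted effect of over 45% in size; some results filed as inactive show a strong effect at the top dose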
#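 AMA1 (3D7) with his tag at 25 nM final met compounds first, then biotinylated RON2 peptide at 25 nM; detection used donor plus acceptor beads, 10 µg/mL apiece, read by AlphaScreen after 30 min at room temperature.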
# HCV inhibitor = qHTS Assay for Inhibitors of Hepatitis C Virus (HCV) | hit rate 3.4% among 340,000 | Potency, µM (top dose mostly 41.8 µM), for inactives: top-dose activity change, negative = inhibition, actives largely listed as inhibitors | Huh7.5.1 HCVcc-Cre infection, luciferase reporter, 44 h | AID 651820, 2012; note: potency is the fitted concentration of half-maximal effect
#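 Reporter virus HCVcc-Cre (~0.5 moi) infects cells exposed to compound; seeding density 1,000 cells/well with 4 h settling beforehand. Luminescence, 15 sec read, taken 44 h post-infection following a 15 min RT substrate incubation.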
# * marks the source's active call; other numbers are inactive results; ? = inconclusive; . = no result given; [ ] = dose if it differs, or a comment. Unless noted, calls come from the whole dose curve; as a rule, active = well fitted curve in the direction sought with a large enough effect; inconclusive = small, poorly fitted or top-dose-only effect, or another doubt; inactive = no such curve, though single readings can be large; an effect the other way counts as inactive or inconclusive. Unless noted, % is set by controls: 0 for no effect and ±100 for the full control effect.
# Key to letters: A = Sm TGR block; B = HCMV inh; C = FBPA Giardia inh; D = AmpC inh detg; E = AMA1-RON2 inh; F = HCV inhibitor
O=C1C2C3c4ccccc4C(c4ccccc43)[C@@H]2C(=O)N1c1nc(-c2ccccc2)cs1 (some centres not stated)
  A = 6%	B = 16	C = ?	D = 5%	E = 5%	F = -13%
CCCc1c(O)nc(SC2CC(=O)N(c3ccc(OC)cc3)C2=O)[nH]c1=O (configuration not stated)
  A = -31%	B = 0	C = -16%	D = 3%	E = -3%	F = 13%
COc1ccc(Cn2nc(C(=O)O)c3ccccc3c2=O)cc1F
  A = -4%	B = 10	C = .	D = 3%	E = 0%	F = ?
CCCCNC(=S)Nc1cccc(C(C)=O)c1
  A = ?	B = -8	C = -7%	D = 0%	E = -7%	F = 5%
O=C(Nc1cccc(-c2nc3cccnc3s2)c1)c1ccco1
  A = -23%	B = -31	C = 1%	D = -12%	E = -8%	F = ?
CCOC(=O)CNC(=O)Cc1ccc(Cl)cc1
  A = 0%	B = 5	C = 1%	D = 0%	E = -3%	F = 13%
O=C(Nc1nnc(/N=C/c2ccco2)s1)c1ccc(F)cc1
  A = 0%	B = 65	C = -1%	D = ?	E = 32%[activator]	F = 10%
CCCNS(=O)(=O)c1cc2c3c(c1)C(C)C(=O)N3CCC2 (configuration not stated)
  A = -5%	B = -37	C = 6%	D = -6%	E = 3%	F = -2%
CCOc1cc2[nH]c(=S)n(Cc3ccc(C(=O)N4CCN(C)CC4)cc3)c(=O)c2cc1OCC
  A = -1%	B = -96*	C = .	D = -4%	E = 40%[activator]	F = 13µM*
COCc1cc(C2C(C(=O)c3ccco3)=C(O)C(=O)N2CCOCCO)ccc1O (configuration not stated)
  A = 0%	B = -3	C = -20%	D = ?	E = -3%	F = ?
COc1cc(N2C(=O)C=CC2=O)ccc1N1C(=O)C=CC1=O
  A = .	B = -76*	C = .	D = .	E = -4%	F = ?
COc1ccccc1C/C(N)=N/OC(=O)COc1ccc(C)cc1C
  A = .	B = 8	C = .	D = .	E = 128%[activator]	F = -2%
COc1ccccc1/C=N/N1C(=O)C2C3C=CC(CC3)C2C1=O (configuration not stated)
  A = 1%	B = -27	C = -5%	D = 2%	E = -4%	F = -11%
O=C(CN1C(=O)/C(=C2\SC(=S)N(C3CCS(=O)(=O)C3)C2=O)c2ccccc21)Nc1ccc(F)cc1 (configuration not stated)
  A = -6%	B = ?	C = -14%	D = 1%	E = 16%	F = 11%
CC(OC(=O)Cc1c[nH]c2ccccc12)C(=O)N(C)c1ccccc1 (configuration not stated)
  A = -4%	B = -13	C = .	D = ?	E = -2%	F = -3%[8.37 µM]
Cc1cc(O)c(C2(O)C(=O)Nc3cc(Br)ccc32)cc1C (configuration not stated)
  A = -1%	B = 8	C = 6%	D = 2%	E = 19%	F = -19%
Cc1cc(C)cc(OCC(=O)N(Cc2cccs2)C2CCS(=O)(=O)C2)c1 (configuration not stated)
  A = -2%	B = 16	C = 4%	D = -2%	E = 2%	F = 12%
CC(C)c1cc(C(=O)OCC(=O)NC(=O)NCc2ccco2)c(O)c(C(C)C)c1
  A = -2%	B = -14	C = -12%	D = 7%	E = -5%	F = ?
O=C(C1CCCCC1)N1CCCC(c2nc(-c3ccc(F)cc3)no2)C1 (configuration not stated)
  A = 3%	B = 46	C = -6%	D = -20%	E = 4%	F = -2%
Cc1ccc(S(=O)(=O)CCC(=O)OCC(=O)Nc2ncc(Cl)cc2Cl)cc1
  A = -14%	B = 8	C = 7%	D = ?	E = -3%	F = 7%
O=C(O)CCN1C(=O)C(=C2CCCCCC2)SC1=S
  A = ?	B = -26	C = -26%	D = -19%	E = 38%[activator]	F = 8%
COc1ccc(NC(=O)c2oc3ccccc3c2NC(=O)c2cc(OC)c(OC)c(OC)c2)cc1
  A = -7%	B = -21	C = .	D = -6%	E = .	F = .
CCc1c(C)sc2nc(SCC(=O)Nc3cc(C)on3)n(CCOC)c(=O)c12
  A = -14%	B = 10	C = 5%	D = 0%	E = 0%	F = 11%
COc1ccc(-c2nnn(CCc3nn[nH]n3)n2)cc1
  A = .	B = -22	C = .	D = .	E = 4%	F = 17%
COc1ccc(C(=O)NC(=S)Nc2ccc(S(=O)(=O)Nc3cc(C)on3)cc2)cc1OC
  A = 18µM*	B = -4	C = -16%	D = 4%	E = 40%[activator]	F = -5%
CC(=O)c1cccc(NC(=O)CSc2ccc(-c3ccc4c(c3)OCO4)nn2)c1
  A = -10%	B = 25	C = 1%	D = ?	E = 9%	F = 11µM*
CCOC(=O)c1cc(CC)sc1NC(=O)COC(=O)c1cc[n+]([O-])cc1
  A = 2%	B = 0	C = 4%	D = -8%	E = 19%	F = -21%
CCOc1cccc(C=NCCc2ccc(OC)c(OC)c2)c1O
  A = 0%	B = 13	C = 1%	D = -3%	E = 40%[activator]	F = 6%
CCC(C)c1ccccc1NC(=O)COC(=O)CCc1cc(OC)c(OC)c(OC)c1 (configuration not stated)
  A = 3%	B = -17	C = -9%	D = ?	E = 7%[11.6 µM]	F = 18%
O=C(CSc1ccc2ccccc2c1)Nc1ccc(S(=O)(=O)Nc2nccs2)cc1
  A = -7%	B = -25	C = 13%	D = -9%	E = -2%	F = -6%
COc1ccc(C(=O)N2CC(=O)Nc3ccc(C)cc3C2c2ccc(F)cc2)c(OC)c1 (configuration not stated)
  A = 4%	B = 22	C = .	D = 2%	E = .	F = .
Cn1c(=O)[nH]c2nc[nH]c2c1=O
  A = -4%	B = -1	C = -4%	D = ?	E = -2%	F = 16%
CCC1(C(=O)c2ccccc2)C(c2cccc([N+](=O)[O-])c2)C1(C(=O)OC)C(=O)OC (configuration not stated)
  A = 0%	B = ?	C = -1%	D = -9%	E = -20%	F = ?
Cc1cc2cc(CNC(=S)NC3CCCCC3)ccc2n1C
  A = 5%	B = ?	C = 1%	D = 1%	E = -9%	F = -30%
COC(=O)Cc1nnc(Nc2cccc(C)c2)c2ccccc12
  A = -13%	B = -14	C = -2%	D = -6%	E = 3%	F = -17%
O=C(CN1CCC(NC(=O)C2CCCCC2)CC1)NCc1ccco1
  A = -5%	B = -13	C = 5%	D = -2%	E = 11%	F = 12%
COC(c1ccccc1)c1nnc(CCC(=O)N(C)C(C2CC2)C2CC2)o1 (configuration not stated)
  A = 2%	B = ?	C = 4%	D = 8%	E = -3%	F = 7%
O=C(c1ccccc1)N1CN2CN(C(=O)c3ccccc3)CC([N+](=O)[O-])(C2)C1
  A = -7%	B = -5	C = 2%	D = -1%	E = 8%	F = 1%
CC(=O)c1c(C)nn(CC(O)Cn2c3c(c4cc(C)ccc42)CCCC3=O)c1C (configuration not stated)
  A = -28%	B = -7	C = 0%	D = ?	E = -17%	F = ?
Cc1cccc(CNC(=O)c2cc(S(=O)(=O)N3CCOCC3)cn2C)c1
  A = -1%	B = -18	C = 4%	D = -9%	E = 7%	F = 19%
Cc1ccc(CNC(=O)COC(=O)C2CCN(S(=O)(=O)c3cccs3)CC2)cc1
  A = 1%	B = -11	C = 1%	D = ?	E = -7%	F = 13%
O=C(COC(=O)/C=C/c1ccc(OC(F)F)cc1)NCc1cccs1
  A = 1%	B = -64*	C = -1%	D = 0%	E = 4%[11.6 µM]	F = 11%
COc1ccc(C(C(=O)NC2CCCCC2)N(C(=O)CCl)c2ccc(C)cc2)cc1 (configuration not stated)
  A = 4%	B = -99*	C = 2%	D = -12%	E = 12%	F = 0.56µM*
O=c1c(=NNc2ccccc2Cl)c(=O)c2ccccc12
  A = 2%	B = -4	C = -5%	D = -2%	E = -18%	F = 12%
COc1cccc(C(=O)NCCS(=O)(=O)N2CCCC2)c1
  A = -2%	B = -19	C = .	D = ?	E = -5%	F = ?

# The closing 4 entries of the part above open the next one:
# Key to letters: A = Sm TGR block; B = HCMV inh; C = FBPA Giardia inh; D = AmpC inh detg; E = AMA1-RON2 inh; F = HCV inhibitor
O=C(COC(=O)/C=C/c1ccc(OC(F)F)cc1)NCc1cccs1
  A = 1%	B = -64*	C = -1%	D = 0%	E = 4%[11.6 µM]	F = 11%
COc1ccc(C(C(=O)NC2CCCCC2)N(C(=O)CCl)c2ccc(C)cc2)cc1 (configuration not stated)
  A = 4%	B = -99*	C = 2%	D = -12%	E = 12%	F = 0.56µM*
O=c1c(=NNc2ccccc2Cl)c(=O)c2ccccc12
  A = 2%	B = -4	C = -5%	D = -2%	E = -18%	F = 12%
COc1cccc(C(=O)NCCS(=O)(=O)N2CCCC2)c1
  A = -2%	B = -19	C = .	D = ?	E = -5%	F = ?
CCN(CC)S(=O)(=O)c1cc(C(=O)O)c(Cl)cc1Cl
  A = -1%	B = -16	C = ?	D = 1%	E = 19%	F = 14%
O=C(NCCCO)NC12CC3CC(CC(C3)C1)C2
  A = -1%	B = -24	C = -3%	D = -1%	E = 2%	F = 0%
Cc1ccc(S(=O)(=O)N2CCN(C(=O)c3ccc4ccccc4n3)CC2)c(C)c1
  A = -5%	B = 9	C = .	D = 3%	E = 1%	F = -33%
O=C(NC1CCCCC1)C(c1ccc(F)cc1)N(C(=O)c1csnn1)C1CCCC1 (configuration not stated)
  A = 0%	B = 10	C = -7%	D = -1%	E = 0%	F = 0%
CS(=O)(=O)c1ccccc1C(=O)Nc1cc2c(cc1C(=O)O)OCCCO2
  A = 1%	B = -17	C = 25%	D = -2%	E = 22%	F = 8%
Cc1ccc(CN2CCC(n3nccc3NC(=O)CCCc3ccccc3)CC2)o1
  A = -60%	B = ?	C = .	D = 4%	E = -1%	F = 1%
CCn1cc(C(=O)NCCC(=O)OC)c(=O)c2cc3c(cc21)OCO3
  A = 4%	B = -22	C = -9%	D = -8%	E = 5%	F = 12%
Cc1ccccc1CC(=O)NCc1cccnc1
  A = -28%	B = -3	C = -4%	D = 0%	E = 7%	F = 3%
CCC(C(=O)NCC1CCCO1)N(Cc1ccc(F)cc1)C(=O)CNS(=O)(=O)c1ccccc1 (configuration not stated)
  A = -4%	B = -71*	C = .	D = -1%	E = 7%	F = 7%
CCOC(=O)c1c(NC(=O)/C(C#N)=C/c2ccc(OC)cc2)sc2c1CCC2
  A = 0%	B = -6	C = .	D = 18%	E = .	F = .
CCCCn1c(N)c(N(CCOC)C(=O)C2CCN(C(=O)c3ccc(F)cc3)CC2)c(=O)[nH]c1=O
  A = -3%	B = -14	C = .	D = ?	E = -3%	F = 16%[8.37 µM]
CCOC(=O)c1c(NC(=O)c2ccc(Br)o2)sc(C)c1CC
  A = 7%	B = -17	C = 1%	D = -6%	E = 20%	F = ?
O=C(Nc1cc(S(=O)(=O)N2CCOCC2)ccc1N1CCOCC1)c1ccccc1[N+](=O)[O-]
  A = .	B = -26	C = .	D = .	E = 9%	F = 14%
Nc1c(S(=O)(=O)c2cc(Cl)ccc2Cl)c2nc3ccccc3nc2n1CCN1CCOCC1
  A = -7%	B = -16	C = -8%	D = 1%	E = 3%	F = ?
